Screening data: PubChem, several laboratories
HSF1 activator: HSF-1 activators, primary screen, NIH3T3-HGL cells, MG132 stress, luminescence, single point | NIH3T3-HGL HSF-1 luciferase reporter, 8 h; 100% = twice DMSO control signal | activation, % at 9 µM | 300,000 compounds, 1.7% hits;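 active means mean replicate activation of at least 50% with a set share of replicates each reaching 50%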;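 further: 0% = median of the neutral control wells and 100% = twice that signal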
HSF1 inh: HSF1 inhibitors in luciferase reporter cells, primary screen, cell-based, NIH3T3, luminescence; activity change, negative = inhibition, % at 7.5 µM (by protocol); NIH3T3-HGL HSE-luciferase, MG132-induced, luminescence 8 h; hits give low values; AID 2098, 2009; 300,000 compounds, 0.77% hits;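 active means more than half of replicate wells show activity change below -50%, luminescence cut by over half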;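 further: luciferase reports HSF-1 transcriptional activity via heat shock element; 0% = median of DMSO wells and -100% = zero luminescence signal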
Dyrk1A ADPGlo: rat Dyrk1A kinase inhibitors, primary screen, biochemical, single point, plate reader | Dual specificity tyrosine-phosphorylation-regulated kinase 1A (Rattus norvegicus), Q63470 | ADP-Glo luminescence, NFATc1 peptide | inhibition, % at 12.5 µM | 310,000 compounds, 0.43% hits; in the data active means inhibition above about 50%;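 further: plate controls were vehicle with enzyme for no effect and no enzyme for full effect; many of its hits are not listed in these tables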
HSP90 refold inh: HSP90 inhibitors, primary screen, cell lysate, luminescence. Heat shock protein HSP 90 (rabbit reticulocyte lysate; luciferase refolding). Rabbit reticulocyte lysate, luciferase refolding luminescence, 3 h. inhibition, % at 5.6 µM. 290,000 compounds, 0.91% hits;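 active means inhibition above the screen-wide mean plus 3 SD, computed separately per campaign, cut at about 16% in these data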;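 further: 0% = DMSO wells and 100% = 60 µM geldanamycin wells; inhibitors lower the luminescence because luciferase stays unfolded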
Platelet DG rel: inhibitors of platelet dense granule secretion, primary screen, cell-based, MLPCN, human platelets; human platelet-rich plasma, SFLLRN dense granule ATP release, luminescence; 300,000 compounds, 0.22% hits; inhibition, %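 (compounds screened at 7.5 µM in platelet-rich plasma)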;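 active means mean replicate score, as percent of positive control, at or above 50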
GSK3B inh: human GSK3beta kinase inhibitors, primary screen, biochemical, cell-free homogeneous, HTS; Glycogen synthase kinase-3 beta (Homo sapiens), P49841; GST-GSK3beta kinase, ADP-Glo luminescence, 60 min; hits give low values; activity score (negative = inhibition), % at 10 µM; 300,000 compounds, 0.038% hits;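 active means more than half of replicate wells score below -50%, meaning over 50% inhibition versus plate controls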;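 further: 0% = median DMSO wells and -100% = median GW8510 positive control wells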
Target sequence (P49841 whole entry, looked up): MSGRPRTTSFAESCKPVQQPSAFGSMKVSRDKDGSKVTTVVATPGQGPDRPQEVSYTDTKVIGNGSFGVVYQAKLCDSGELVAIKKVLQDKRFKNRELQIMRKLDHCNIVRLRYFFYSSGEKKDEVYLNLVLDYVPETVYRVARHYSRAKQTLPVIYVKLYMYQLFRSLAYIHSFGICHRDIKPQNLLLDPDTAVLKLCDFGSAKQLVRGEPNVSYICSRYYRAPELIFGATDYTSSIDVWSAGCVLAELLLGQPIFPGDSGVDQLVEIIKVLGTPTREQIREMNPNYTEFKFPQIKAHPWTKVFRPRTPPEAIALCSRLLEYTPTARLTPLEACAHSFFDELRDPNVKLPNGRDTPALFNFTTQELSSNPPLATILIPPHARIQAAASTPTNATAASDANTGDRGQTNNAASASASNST
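test system = GST-tagged human GSK3beta kinase, cell-free | reagent = 25 µM ATP with peptide substrate | dosing = one dose of 10 µM per compound | schedule = 60 min reaction, RT | detection = luminescent ADP-Glo measurement of ADP formed | control set = DMSO neutral wells and GW8510 at 20 µM as positive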
KLF5 inhibitor: KLF5 expression inhibitors, primary screen, DLD-1 cells, luminescence | DLD-1 KLF5 promoter-luciferase reporter | inhibition, % at 5 µM | 290,000 compounds, 0.23% hits;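 active means inhibition above a per-plate limit of that plate's mean compound inhibition plus 3 SD, cut at about 60% in these data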;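 further: 0% = DMSO wells and 100% = LY294002 at 200 µM; higher means less KLF5 promoter-driven luciferase light; inactives centre near -14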
aSyn 5UTR inh: MLPCN primary screen, SNCA 5' untranslated region. 300,000 compounds, 0.82% hits. inhibition, % (tested at 7.5 µM). alpha-synuclein 5'UTR reporter, inhibitor activity; in the data active means inhibition above about 60%;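 further: H4 neuroglioblastoma cells stably carrying SNCA 5'UTR luciferase fusion; 0% = DMSO wells and 100% = positive control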
IEC-6 cytotox: cytotoxicity in IEC-6 intestinal epithelial cells, primary screen, cytotoxicity control for KLF5 inhibitor project, cell-based, luminescence; IEC-6 cytotoxicity, luminescence viability; 290,000 compounds, 0.78% hits; AID 1825, 2009; inhibition, % at 5 µM; in the data active means inhibition above about 22%;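 further: 0% = plate median of test compound wells and 100% = cytotoxic reference compound wells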
GSK3A inh: blockers of GSK3A enzyme activity – biochemical, luminescence, cell-free homogeneous, HTS, primary screen; Glycogen synthase kinase-3 alpha (Homo sapiens), P49840; GSK-3 alpha kinase, ADP-Glo luminescence, 60 min; inhibition, % at 10 µM; 320,000 compounds, 0.1% hits; AID 2650, 2010;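 in the data active means inhibition above about 50%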;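 further: GST-tagged GSK-3 alpha with peptide substrate and 25 µM ATP; 0% = DMSO neutral wells and 100% = GW8510 positive control wells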
Target sequence (P49840 whole entry, looked up): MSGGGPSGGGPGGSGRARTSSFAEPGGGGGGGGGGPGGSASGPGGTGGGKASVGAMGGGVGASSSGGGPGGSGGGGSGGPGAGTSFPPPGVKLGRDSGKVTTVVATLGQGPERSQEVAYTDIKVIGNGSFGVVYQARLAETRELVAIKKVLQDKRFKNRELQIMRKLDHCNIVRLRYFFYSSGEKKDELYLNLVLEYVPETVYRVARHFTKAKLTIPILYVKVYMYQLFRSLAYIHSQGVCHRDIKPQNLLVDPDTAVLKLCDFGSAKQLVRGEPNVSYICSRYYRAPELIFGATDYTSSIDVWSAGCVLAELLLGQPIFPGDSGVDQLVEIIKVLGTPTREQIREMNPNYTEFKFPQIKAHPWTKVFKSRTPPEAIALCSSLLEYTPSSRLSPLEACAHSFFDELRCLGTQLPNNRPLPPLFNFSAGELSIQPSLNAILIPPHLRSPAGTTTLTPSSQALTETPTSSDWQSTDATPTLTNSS
Numbers without * were called inactive; . = not tested or not shown. Only part of the results is shown; the hit share may differ from the screen's.

SMILES	HSF1 activator	HSF1 inh	Dyrk1A ADPGlo	HSP90 refold inh	Platelet DG rel	GSK3B inh	KLF5 inhibitor	aSyn 5UTR inh	IEC-6 cytotox	GSK3A inh
C#CCOC(=O)c1ccc(-n2cncn2)nc1	-9.6	-1.8	-1.3	6.1	3.3	2.7	-8.6	-2.5	1.4	-0.3
O=C(CN1CCOc2ccccc21)NC1CCCCCCC1	30.5	16.4	0.7	-0.2	2.7	-1.2	3.3	-8.2	-8.2	-2.8
O=C(NCc1cccc(Cl)c1)C1CCC(=O)N(CCCN2CCCC2=O)C1 (stereo not drawn)	-13.9	2.8	-8.8	3.0	-1.1	0.2	-33.5	-9.5	5.1	-0.1
CN(C)S(=O)(=O)c1ccc(C(=O)Nc2nnc(Cc3ccccc3)s2)cc1	0.7	-6.7	1.7	-0.1	0.6	3.6	-23.4	11.4	-2.5	-1.2
COc1ccc(C2N(Cc3ccccc3)CCN2Cc2ccccc2)cc1[N+](=O)[O-]	-19.5	2.4	0.4	5.7	6.7	2.1	-14.1	5.7	1.2	-2.1
Cc1ccc(C(C)C)c(OCC(=O)Nc2cccc(S(=O)(=O)NC3=NCCCCC3)c2)c1	6.5	10.2	6.9	2.9	-19.8	1.3	-12.9	13.3	1.0	3.1
COC(=O)c1sccc1NC(=O)CSc1ccccc1NS(=O)(=O)c1ccc(F)cc1	9.0	1.2	-2.0	3.8	0.1	3.3	-61.0	11.8	-11.1	.
CC(=O)NCCc1cc2cc(C)c(C)cc2[nH]c1=O	-3.7	5.8	-3.5	-0.4	-7.4	-3.6	-23.9	-13.4	-4.0	-1.1
Cc1ccc(NC=C(S(=O)(=O)c2ccccc2)S(=O)(=O)c2ccccc2)c(C)c1	19.9	6.1	-9.7	-1.2	6.5	-2.8	6.2	14.8	0.8	13.7
Cc1cc(C)c(NC(=O)CN(C)S(=O)(=O)c2ccc3c(c2)n(C)c(=O)c(=O)n3C)c(C)c1	2.8	-2.4	-4.0	-0.1	-1.3	4.6	-26.8	29.1	-2.2	-1.7
Cc1cccc(C2c3[nH]c4ccccc4c3CCN2C(=O)CN2CCOC2=O)n1 (stereo not drawn)	20.6	1.7	-3.0	8.0	5.5	-0.8	-17.2	-3.9	-3.9	-1.5
CC(NC(=O)CNC(=S)N(Cc1cccs1)C1CCCC1)c1ccccc1 (stereo not drawn)	44.9	-0.9	1.5	3.2	-2.2	-8.1	-13.4	6.0	-6.4	-1.3
COc1ccccc1/C=C/C(=O)NC(=S)Nc1ccccn1	65.5*	51.0	-3.3	4.0	-3.0	5.4	-46.5	-125.7	-3.0	-1.8
c1coc(-c2nn3c(Cn4nnc5ccccc54)nnc3s2)c1	13.6	1.1	7.8	-0.3	0.2	0.4	-16.9	28.6	0.7	-1.2
O=C(NC1=NCCS1)C1CCCCC1	-7.0	-2.3	.	4.8	-2.7	2.3	-18.4	14.6	4.5	1.0
C=C1CCN([C@@H](C)C(=O)OCc2ccc(C)cc2)S(=O)(=O)c2ccccc21	-3.5	-0.6	5.4	.	0.3	-1.0	.	-9.0	.	-1.1
CCN(CC)S(=O)(=O)c1ccc2c(c1)N(CC(=O)N1CCC(C(N)=O)CC1)C(=O)CO2	14.0	-4.7	-2.8	-1.3	-12.5	-0.1	0.4	3.1	-0.6	8.7
CCC(C)NC(=O)C1CCCN1S(=O)(=O)c1ccc(Cl)cc1 (stereo not drawn)	-9.1	-3.4	-5.1	-3.0	-4.7	2.5	17.9	-11.3	3.9	-2.1
CCOc1ccc2[nH]cc(S(=O)(=O)c3ccc(C)cc3)c(=O)c2c1	-0.4	4.3	3.9	3.0	-7.2	3.6	-0.8	25.5	-4.6	-0.2
Cc1ccc(S(=O)(=O)/N=C(/c2ccccc2)N(C)C)c(C)c1	20.6	0.9	-2.0	-1.0	1.8	0.7	-43.1	11.0	4.5	1.8
Cc1ccc2cc(S(=O)(=O)NCCCN3CCOCC3)ccc2c1	6.8	-0.9	9.1	6.5	-0.8	0.2	-12.3	-9.4	8.2	-1.5
O=C(NC1CCCc2ccccc21)C1CCCN(S(=O)(=O)c2cnc[nH]2)C1 (stereo not drawn)	4.2	0.1	5.8	2.1	2.6	0.4	-6.1	-6.3	0.4	3.4
Cn1c(N)c(Sc2ccc(F)cc2)c(=O)n(C)c1=O	-3.7	-4.5	-1.3	-3.0	0.4	-0.1	16.5	-20.6	-3.1	-2.9
Cn1c(SCc2ccc([N+](=O)[O-])cc2)nnc1-c1cccnc1	-6.7	0.1	1.7	-0.4	11.3	2.0	-23.1	-19.7	-5.0	2.7
Cc1ccc(S(=O)(=O)Oc2ccc(/C=C3/C(=N)N4C(=NC3=O)SN=C4S(C)(=O)=O)cc2)cc1	17.0	10.1	0.4	-0.5	-13.0	-4.2	-34.8	-14.3	-4.2	.
CC1(C)OCC(COC(=O)Nc2cccnc2)([N+](=O)[O-])CO1	-3.7	-2.7	-5.3	-4.2	1.4	0.7	-43.4	-8.3	-2.8	-3.9
O=C(OCC(=O)N1CCc2ccccc21)c1cccnc1	8.0	3.3	-8.7	0.2	-0.8	1.1	-1.9	26.8	2.5	-4.1
Cc1ccc(NC(=O)C2CCCNC2=O)nc1 (stereo not drawn)	9.7	-4.5	-4.2	0.3	-0.1	-5.9	-24.9	-31.9	-0.2	3.2
CC(=O)N1CC(=O)N=C1SCC(=O)Nc1nc(-c2ccccc2)c(-c2ccccc2)s1	21.9	13.9	-0.4	3.0	-1.6	-1.7	-7.0	-40.0	-0.4	-4.1
O=C(CSc1nnc(C2CCCCC2)n1Cc1ccccc1)NCc1ccco1	11.6	4.4	-10.9	1.5	-1.4	-0.5	-49.1	-11.6	-2.5	-1.3
COc1cccc(NC(=O)[C@H](NC(=O)[C@@H]2Cc3ccccc3CN2)c2ccccc2)c1	13.5	6.9	4.2	-2.2	-3.0	0.0	-38.8	-24.1	-2.0	-2.7
CCNC(=O)N1C(=O)C2(OCCO2)c2ccccc21	-0.9	2.8	-0.4	-1.5	16.1	0.3	-22.2	4.3	-1.8	-6.4
CCSc1nc(=S)n(Cc2ccccc2)c(C)c1C(C)=O	5.9	-2.9	-1.1	-1.1	3.6	-1.5	-14.2	-39.8	-1.8	-1.6
CC1=C(O)C(=O)OC1c1c(Cl)cccc1Cl (stereo not drawn)	-0.6	2.3	3.7	3.2	2.8	1.0	0.2	-2.6	-8.8	-0.6
CN(CCOc1ccccc1)CC(O)COc1ccccc1 (stereo not drawn)	49.5	18.7	4.9	-5.4	-3.3	1.2	13.0	0.4	-3.2	-6.6
Cn1c(=O)c2c(nc(CN3CCN(Cc4ccccc4)CC3)n2Cc2cccc(Cl)c2)n(C)c1=O	2.3	9.6	0.0	-4.3	3.6	-5.3	-14.5	6.4	8.4	-0.3
CCCC(C(=O)NCCC(C)C)N(Cc1ccc(F)cc1)C(=O)c1snc(C(N)=O)c1N (stereo not drawn)	33.3	13.5	-3.2	0.3	-11.3	-0.7	-33.9	-6.1	-10.2	-4.5
Cc1cccc(NC(=O)CSc2nnc(NC(=O)CN3CCOCC3)s2)c1	-23.2	-15.6	2.5	6.6	9.1	0.9	-15.2	-30.9	4.2	-1.1
CCOC(=O)c1c2c3c(c(Cl)ccc3[nH]c1=O)C(=O)c1ccccc1-2	6.9	0.9	8.1	-0.8	-9.9	-0.5	-7.9	-19.4	5.5	.
CCCCCOC(=O)NCCOC(=O)Nc1ccc(C(=O)OCC)cc1	2.8	3.2	-2.9	-3.2	9.0	2.1	-13.4	12.5	-3.4	-0.7
COc1cc(-c2cc(C(=O)NCc3ccco3)c3ccccc3n2)cc(OC)c1OC	-17.0	-2.2	2.9	-2.1	-0.3	1.6	3.6	23.8	0.7	-0.8
Cc1cc([N+](=O)[O-])nn1CC(=O)NC1CCCCC1	20.4	-3.1	1.4	0.4	-4.7	-3.8	-7.9	14.6	1.2	-1.7
COc1ccc(-c2nc(SCC(=O)Nc3nccs3)c(-c3ccc(Cl)cc3)[nH]2)cc1	12.3	2.2	4.1	1.1	3.2	-1.6	-23.4	9.9	-3.0	-2.1
Cc1c(N)cccc1-c1nc2ccccc2[nH]1	13.2	0.8	24.3	-1.2	.	-0.5	-27.1	-34.4	-2.7	0.1
O=C(O)Cn1nnc2ccccc21	-4.8	3.1	-6.3	2.0	8.3	0.6	-14.3	-20.8	2.8	-1.1
Cc1cccc(C)c1N=Nc1c(C)cc(O)cc1C	-2.0	-2.8	32.1	-5.5	10.8	-3.0	-42.5	5.2	4.5	-1.9
Cc1ccc(Cn2ccsc2=NC(=O)COC(=O)c2ccc(O)cc2O)cc1	24.9	9.3	1.4	-0.9	41.0	5.3	-70.0	-58.6	-6.1	-3.0
CC(=O)N(C)c1ccc(OCC(O)CN(Cc2ccco2)S(=O)(=O)c2ccc(C)cc2)cc1 (stereo not drawn)	34.7	18.5	4.5	3.7	3.6	-1.0	4.9	19.1	4.5	-2.7
COc1ccnc(Oc2ccccc2)c1C(N)=O	3.1	-3.7	-4.1	-3.4	-1.8	1.1	-27.1	13.4	-4.5	-1.2
CC(C)(C)C1CCC(=NNC(=S)Nc2cccnc2)CC1 (stereo not drawn)	2.2	-11.1	.	-2.2	-20.3	1.4	-19.5	-14.9	2.9	-2.0
C=C1CC2C3CC[C@@]4(OCOC45COCO5)[C@@]3(C)C(O)CC2[C@@]2(C)CCC(=O)C=C12 (stereo partly drawn)	4.4	2.8	-2.2	8.6	-12.4	-2.5	7.1	-50.3	9.3	18.2
O=C(Nc1ccc2oc(-c3ccncc3)nc2c1)c1ccc(F)cc1	0.3	-9.5	-1.5	-1.3	1.1	2.3	-18.2	9.8	-11.3	-0.7

Random excerpt: 3 entries already listed
SMILES	HSF1 activator	HSF1 inh	Dyrk1A ADPGlo	HSP90 refold inh	Platelet DG rel	GSK3B inh	KLF5 inhibitor	aSyn 5UTR inh	IEC-6 cytotox	GSK3A inh
O=C(O)Cn1nnc2ccccc21	-4.8	3.1	-6.3	2.0	8.3	0.6	-14.3	-20.8	2.8	-1.1
Cc1cc([N+](=O)[O-])nn1CC(=O)NC1CCCCC1	20.4	-3.1	1.4	0.4	-4.7	-3.8	-7.9	14.6	1.2	-1.7
Cc1cccc(C)c1N=Nc1c(C)cc(O)cc1C	-2.0	-2.8	32.1	-5.5	10.8	-3.0	-42.5	5.2	4.5	-1.9
